Screening results (PubChem BioAssay)
15-hLO-2 inh – blocks human 15-lipoxygenase 2 activity | O15296 | purified 15hLO-2, xylenol orange hydroperoxide absorbance | Potency, µM (top dose mostly 57.1 µM), inactives show at the top dose activity change, negative = inhibition, usual class: inhibitors | 110,000 tested, 0.56% active | AID 881; note: potency is the fitted concentration of half-maximal effect; nearly all actives have a fitted effect of over 60% in size; many of its hits are not listed in these tables
Target sequence (O15296 whole entry, looked up): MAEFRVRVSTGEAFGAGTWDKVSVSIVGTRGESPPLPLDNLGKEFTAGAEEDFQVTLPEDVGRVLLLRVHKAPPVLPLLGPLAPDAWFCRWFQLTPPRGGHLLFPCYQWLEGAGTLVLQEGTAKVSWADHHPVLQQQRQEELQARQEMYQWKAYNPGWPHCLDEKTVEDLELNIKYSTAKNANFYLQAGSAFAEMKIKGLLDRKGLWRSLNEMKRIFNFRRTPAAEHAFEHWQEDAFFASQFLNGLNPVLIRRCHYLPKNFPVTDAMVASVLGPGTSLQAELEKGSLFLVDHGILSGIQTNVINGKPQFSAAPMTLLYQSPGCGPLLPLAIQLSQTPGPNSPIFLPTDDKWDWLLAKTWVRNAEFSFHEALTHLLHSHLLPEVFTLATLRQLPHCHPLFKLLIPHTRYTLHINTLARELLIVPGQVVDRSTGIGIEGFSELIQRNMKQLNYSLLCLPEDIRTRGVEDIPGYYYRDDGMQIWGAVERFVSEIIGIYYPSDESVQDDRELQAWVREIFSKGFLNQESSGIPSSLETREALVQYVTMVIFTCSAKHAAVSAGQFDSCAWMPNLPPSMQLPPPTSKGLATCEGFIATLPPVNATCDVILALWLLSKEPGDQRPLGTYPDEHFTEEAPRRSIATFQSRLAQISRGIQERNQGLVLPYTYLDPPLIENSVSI
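Purified human 15hLO-2 (50 nM final) preincubated with compounds 15 min at room temperature in 25 mM Hepes pH 7.5, 0.01% Triton X-100, then 45 uM arachidonic acid added for 90 min; hydroperoxide detected via ferrous/xylenol orange, 573/405 nm absorbance ratio.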
IMPase cell inh – membrane-permeable compound that blocks inositol monophosphatase | CHO-M1 cells, IP1 accumulation, HTRF TR-FRET ratio | inhibition (IP1 accumulation), % at 46.1 µM | 120,000 tested, under 10 active | AID 901; active = well fitted curve in the direction sought with a large enough effect in the signal ratio, not every such curve was filed as active; inconclusive = small, poorly fitted or top-dose-only effect, or a change in a side signal; inactive = no such curve, though single readings can be large or run the other way; the % refers to the signal ratio;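 note: cells stimulated with carbachol in lithium chloride buffer; plate controls were DMSO basal wells for no effect and reference inhibitor wells for full effect; higher means more IMPase inhibition seen as more IP1 and lower FRET ratio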
Target sequence (P97697 whole entry, looked up): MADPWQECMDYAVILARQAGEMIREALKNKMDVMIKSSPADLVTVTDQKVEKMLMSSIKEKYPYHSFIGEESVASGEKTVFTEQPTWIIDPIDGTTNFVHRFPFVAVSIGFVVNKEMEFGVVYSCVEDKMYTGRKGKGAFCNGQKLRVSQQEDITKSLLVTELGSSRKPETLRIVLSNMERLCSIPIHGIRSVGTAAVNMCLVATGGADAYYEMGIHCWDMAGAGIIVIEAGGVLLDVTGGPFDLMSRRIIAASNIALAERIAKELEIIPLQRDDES
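In this qHTS, compounds (final up to 46 uM) act on CHO-M1 cells that are then activated through the M1 receptor with carbachol, in pH 7.4 buffer containing 50 mM LiCl, for 30 min. IP1 accumulation is quantified by the IP-One immunoassay.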
12-hLO inh – blocks human 12-lipoxygenase activity. purified 12-hLO, xylenol orange hydroperoxide absorbance. Potency, µM (titrated, usually from 57.1 µM), for the others: top-dose activity change, negative = inhibition, most hits filed as inhibitors. 150,000 tested, 0.12% active. AID 1452; note: potency is the fitted concentration of half-maximal effect; nearly all actives have a fitted effect of over 55% in size; many of its hits are not listed in these tables
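Purified human 12hLO (150 nM), preincubated 15 min with compound, then 40 uM arachidonic acid for 30 min, room temperature, Hepes pH 7.0 with 0.01% Triton X-100. Hydroperoxide detected by ferrous iron/xylenol orange; 573/405 nm absorbance ratio gives reaction progress.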
PNC inhibitor – perinucleolar compartment assembly inhibition | PC3M PTB-GFP, PNC prevalence imaging, 16 h; hits give low values | activity change (PNC), negative = inhibition, % at 10 µM | 140,000 tested, 3.1% active | AID 2417;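 active = readout at or below -70, meaning at least 70% loss of cells showing the perinucleolar compartment, a nuclear body marking cancer cells; inconclusive = readout between -30 and a set limit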;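 note: plate controls were DMSO wells for no effect and camptothecin positive control wells for full effect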
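PC3M cells stably expressing PTB-GFP, 750–1000 cells/well, treated 16 h at 37 °C with compound (23 nl of library stock), in duplicate. After paraformaldehyde fixation and Hoechst stain, imaged at 20x; PNC prevalence scored by image analysis.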
The depositor's hits bear a star; ? = inconclusive; . = not tested or not shown; [ ] = remark or other dose. Unless noted, calls come from the whole dose curve; as a rule, active = well fitted curve in the direction sought with a large enough effect; inconclusive = small, poorly fitted or top-dose-only effect, or another doubt; inactive = no such curve, though single readings can be large; an effect the other way counts as inactive or inconclusive. Unless noted, % is set by controls: 0 for no effect and ±100 for the full control effect. An excerpt; the hit share may differ from the screen's.

Every second line gives: 15-hLO-2 inh | IMPase cell inh | 12-hLO inh | PNC inhibitor
COc1ccc(-c2nc(-c3cccc(C(F)(F)F)c3)no2)cc1OC
→ 19% | 5 | -6% | 0
CC12CCC(C(=O)N(c3ccc(Cl)cc3)C1=O)C2(C)C (stereo not given)
→ . | . | -1% | -26
Cc1cccc(CSc2nc3ccncc3n2CC(=O)Nc2cc(C)cc(C)c2)c1
→ . | . | -4% | 43
Cc1ccc(S(=O)(=O)N2CCN(S(=O)(=O)c3ccc(C)cc3)C2)cc1
→ -1% | -8 | -10% | 20
CN(C)CCNc1c2c(c(C#N)c3nc4ccccc4n13)CCCC2
→ 13% | ? | -3% | -23
CS(=O)(=O)c1ccc(N2CCN(C3CC(=O)NC3=O)CC2)cc1 (stereo not given)
→ 0% | 16 | 1% | -11
Cn1c(=O)c2c(nc(N3CCCCC3)n2C)n(C)c1=O
→ 1% | 5 | -4% | ?
CCc1ccc2oc(=O)cc(CN3CCN(CCO)CC3)c2c1
→ 20% | -12 | 0% | 6
CN1CCN(S(=O)(=O)c2ccc(-c3ccc(Cl)cc3)cc2)CC1
→ 4% | 8 | 9% | ?
C=CCN(CC=C)C(=S)NC(=O)c1ccc(OC)c(Br)c1
→ -6% | -5 | -15% | -86*
NC(=O)c1cc2cc(Cl)ccc2oc1=Nc1cccc(C(F)(F)F)c1
→ . | . | 3% | 7
Cc1ccc(C(OC(=O)c2ccco2)C(=O)NC2CCCCC2)cc1 (stereo not given)
→ 4% | -2 | 0% | 15
O=C(Nc1cccc(-c2nc3ccccc3o2)c1)c1ccc(N2C(=O)C3C4C=CC(C4)C3C2=O)cc1 (stereo not given)
→ 16% | 5 | -7% | 43
O=C1Nc2ccc(F)cc2C12SCCS2
→ -10% | -2 | 10% | 79
COc1ccc(OCCC(=O)OCC(=O)NCc2ccccc2)cc1
→ . | -5 | 3% | 76
CN(C)c1ccc(C(=O)C(O)c2ccc(C(C)(C)C)cc2)cc1 (stereo not given)
→ -8% | -4 | 0% | 7
O=C(NNC(=O)c1cccnc1)NC12CC3CC(CC(C3)C1)C2
→ . | . | -1% | -81*
CCN(c1ccc2c(c1)OCO2)S(=O)(=O)c1cc(Br)cc2c1N(C(=O)C1CC1)CC2
→ -24% | 5 | 3% | 21
CCOC(=O)C1CCN(c2c(N3CCN(Cc4ccccc4)CC3)c(=O)c2=O)CC1
→ -1% | -4 | 7% | ?
COc1cccc(NC(=O)CN(C)S(=O)(=O)c2ccc(C)cc2)c1
→ 8% | -1 | -5% | -3
CC(C)Sc1nnc([C@H](Cc2c[nH]c3ccccc23)NC(=O)OC(C)(C)C)o1
→ -2% | 0 | -2% | -15
O=C1OCCN1C(=O)[C@H]1[C@H](c2ccc([N+](=O)[O-])cc2)C(c2ccc(F)cc2)=NN1c1ccccc1
→ -9%[0.0915 µM] | . | -1%[0.00818 µM] | .
CC(=O)c1cccc(-n2nnnc2SCC(=O)Nc2ccccc2N2CCCCC2)c1
→ 0% | 3 | -3% | -106*
Cc1ccccc1OCCn1cnc2c(N)ncnc21
→ . | 9 | 9% | 27
Cc1nn(Cc2ccc(F)cc2)c(C)c1NC(=O)C1c2ccccc2Oc2ccccc21
→ . | -8 | -1% | 12
COc1ccc2[nH]c(O)c(N=NC(=N)N)c2c1
→ . | . | -1% | -12
Cc1ccc(NC(=O)CN2CCN(CCN=CC3=C(O)CC(c4ccccc4)CC3=O)CC2)cc1 (stereo not given)
→ . | . | -1% | 11
COc1cccc(/C=C/C(=O)OCC(=O)NCc2ccco2)c1
→ . | . | -2% | ?
CCCNC(=O)N1CCN(S(=O)(=O)c2ccc(C)cc2)CC1
→ -4% | -5 | -11% | -20
CC1CCN(Cc2cnc(Cl)s2)CC1
→ 3%[11.4 µM] | -4[1.84 µM] | -1% | -30
CCc1nnc(N2C(=O)c3cccc4cccc(c34)C2=O)s1
→ 1% | -8 | 0% | ?
CCCOc1ccc2oc(=O)c3c(c2c1)CCCN3C(=O)CN1CCc2ccccc2C1
→ 14% | ? | -12% | 28
Cc1nc2cc(C(=O)NCc3ccc4c(c3)OCO4)ccc2n1-c1ccc(Br)cc1
→ . | . | 0% | ?
COc1ccc2nc(N3CCCC3)c(C#N)cc2c1
→ -7% | 10 | -4% | -21
Cc1oc2cc3c(C(=O)N4CCCCC4)c(C)oc3cc2c1C(=O)N1CCCCC1
→ 5% | 5 | -4% | -6
O=C1C=CC(=O)N1N(c1ccccc1)c1ccccc1
→ . | . | ? | 7
CC(C)OC(=O)c1cccnc1N1CCN(c2ccc(F)cc2)CC1
→ -5% | -8 | -4% | -23
COc1ccc(S(=O)(=O)Nc2cc(C)on2)cc1OC
→ . | 8 | -12% | 15
CCOCCCN(C(=O)Nc1ccc(CC)cc1)C1CCN(C(C)=O)CC1
→ -6% | 7 | -1% | ?
CCOC(=O)Nc1cccc(OCC(=O)Nc2ccc(OC)cc2OC)c1
→ 5% | 0 | -2% | 15
O=S(=O)(c1ccccc1)N1CCN(c2nnnn2-c2ccccc2)CC1
→ 4% | 6 | -4% | 14
Cc1cc(C)cc(N(CCC(=O)Nc2nnc(C)s2)S(=O)(=O)c2ccc(Cl)cc2)c1
→ . | . | 1% | 32
CCCCn1c(C(C)NC(=O)CC)nc2ccccc21 (stereo not given)
→ -1% | 2 | -1% | ?
C/C(=N\Nc1ccc([N+](=O)[O-])cc1[N+](=O)[O-])c1ccc(-n2nncc2C(C)(C)C)cc1
→ . | -5 | 3% | ?
O=C(O)COc1ccc(OCCNC[C@@H](O)COc2ccccc2)cc1
→ 9% | -5 | -2% | .
Cc1nn(C)cc1CNC(=O)CCC(=O)O
→ -9% | -2 | 0% | 37
COC(=O)c1ccc(-c2ncc(-c3cccc4ccccc34)o2)cc1
→ . | -10 | 2% | 51
CCOc1c(Cl)cc(C(=O)Nc2ccccc2-c2ccccc2)cc1Cl
→ 19% | 5 | -7% | ?
COc1ccc2c(c1)CC/C(=C/c1ccncc1)C2=O
→ . | . | -1% | ?
Cc1cccc(Nc2nc3c(c(=O)n(C)c(=O)n3C)n2CC(O)CO)c1 (stereo not given)
→ -9% | -4 | 0% | ?
O=C(Nc1nccs1)c1ccc(S(=O)(=O)NCc2cccs2)cc1
→ -4% | ? | -7% | 1
CCCOc1ccc(N2C(=O)CC(SCCN)C2=O)cc1 (stereo not given)
→ -22% | 7 | 4% | 36
CC(C)CC(=O)NC(=S)N1CCCCCC1
→ . | -15 | -1% | 99
COc1cccc(OC)c1C(=O)n1nc(C)cc1C
→ 2%[2.29 µM] | -8 | -3% | ?
CCCCOC(=O)C1=C(C)NC2(O)c3ccccc3C(=O)C12O (stereo not given)
→ -1% | 4 | -1% | 8
CCN(CC)c1ccc(NC2=C(Cl)C(=O)c3ccccc3C2=O)cc1
→ . | . | -8% | ?
Oc1ccc(-c2nc3c4c(ncn3n2)-c2ccccc2CC42CCCC2)cc1
→ . | . | 5% | -3
CCOC(=O)C(Cc1ccccc1)NC(=O)Cn1nnc(-c2ccc(SC)cc2)n1 (stereo not given)
→ -3% | 3 | 1% | 8
COC(=O)C1CCC(C)(C(=O)Nc2ccccc2)C1(C)C (stereo not given)
→ -1% | 0 | 0% | -21
CCCCn1nnnc1SCC(=O)Nc1ccc(F)cc1
→ 0% | -6 | -5% | 8

Copied from above, 17 compounds:
Every second line gives: 15-hLO-2 inh | IMPase cell inh | 12-hLO inh | PNC inhibitor
C/C(=N\Nc1ccc([N+](=O)[O-])cc1[N+](=O)[O-])c1ccc(-n2nncc2C(C)(C)C)cc1
→ . | -5 | 3% | ?
O=C(O)COc1ccc(OCCNC[C@@H](O)COc2ccccc2)cc1
→ 9% | -5 | -2% | .
Cc1nn(C)cc1CNC(=O)CCC(=O)O
→ -9% | -2 | 0% | 37
COC(=O)c1ccc(-c2ncc(-c3cccc4ccccc34)o2)cc1
→ . | -10 | 2% | 51
CCOc1c(Cl)cc(C(=O)Nc2ccccc2-c2ccccc2)cc1Cl
→ 19% | 5 | -7% | ?
COc1ccc2c(c1)CC/C(=C/c1ccncc1)C2=O
→ . | . | -1% | ?
Cc1cccc(Nc2nc3c(c(=O)n(C)c(=O)n3C)n2CC(O)CO)c1 (stereo not given)
→ -9% | -4 | 0% | ?
O=C(Nc1nccs1)c1ccc(S(=O)(=O)NCc2cccs2)cc1
→ -4% | ? | -7% | 1
CCCOc1ccc(N2C(=O)CC(SCCN)C2=O)cc1 (stereo not given)
→ -22% | 7 | 4% | 36
CC(C)CC(=O)NC(=S)N1CCCCCC1
→ . | -15 | -1% | 99
COc1cccc(OC)c1C(=O)n1nc(C)cc1C
→ 2%[2.29 µM] | -8 | -3% | ?
CCCCOC(=O)C1=C(C)NC2(O)c3ccccc3C(=O)C12O (stereo not given)
→ -1% | 4 | -1% | 8
CCN(CC)c1ccc(NC2=C(Cl)C(=O)c3ccccc3C2=O)cc1
→ . | . | -8% | ?
Oc1ccc(-c2nc3c4c(ncn3n2)-c2ccccc2CC42CCCC2)cc1
→ . | . | 5% | -3
CCOC(=O)C(Cc1ccccc1)NC(=O)Cn1nnc(-c2ccc(SC)cc2)n1 (stereo not given)
→ -3% | 3 | 1% | 8
COC(=O)C1CCC(C)(C(=O)Nc2ccccc2)C1(C)C (stereo not given)
→ -1% | 0 | 0% | -21
CCCCn1nnnc1SCC(=O)Nc1ccc(F)cc1
→ 0% | -6 | -5% | 8

(list continues)
Every second line gives: 15-hLO-2 inh | IMPase cell inh | 12-hLO inh | PNC inhibitor
O=C(CC1(O)C(=O)N(Cc2ccccc2)c2ccccc21)c1ccc2c(c1)OCO2 (stereo not given)
→ -8% | 3 | -17% | -1
CCOC(=O)c1ccc(NS(=O)(=O)c2ccc3c(c2)CCCN3C(C)=O)cc1
→ 9% | 1 | -9% | 26
Cn1nc(CC(=O)NCc2cccc3ccccc23)c2ccccc2c1=O
→ -3% | 8 | -6% | -12
CCCc1cc(=O)n2[nH]c(NCc3c(F)cccc3Cl)nc2n1
→ -2% | 13 | 2% | -13
N#Cc1ccc(C(=O)Nc2cccc3ncccc23)c(F)c1
→ . | . | -6% | 8
c1ccc2c(Oc3ccc4c(c3)OCO4)nncc2c1
→ 1% | -2 | -2% | 13
CCOC(=O)N1CCN(C(=O)C(C)SCc2ccccc2)CC1 (stereo not given)
→ 3% | -2 | 3% | 48
COc1ccccc1-n1cc(C(=O)NCC(=O)N2CCN(c3ccccc3)CC2)c2ccccc2c1=O
→ -7% | 3 | -5% | 25
CC1CC(C)(C)CC2(C1)NC(=S)N(c1ccccc1)N2 (stereo not given)
→ ? | -5 | ? | -17
Cc1cccc(Nc2ncc3c(n2)CC(c2ccco2)CC3=O)c1 (stereo not given)
→ 3% | 0 | 2% | ?
CC(C)(C)N(Cc1ccccc1)C(=O)CSc1nc2ccccc2c(=O)[nH]1
→ -24% | 1 | -3% | -1
Cn1c(=O)oc2cc(S(=O)(=O)NCCN3CCc4ccccc4C3)ccc21
→ . | -14 | 3% | 18
C=CCOc1ccc(CNc2nn[nH]n2)cc1
→ 1% | 6 | -4% | 38
CCn1nc(CCC(=O)O)c2ccccc2c1=O
→ . | -5 | 1% | 8
COc1cccc(-n2c(SCC(N)=O)nc3c([nH]c4ccccc43)c2=O)c1
→ -5% | -8 | -3% | 0
CC1(C)CC(=O)C2=C(C1)N(Cc1ccco1)C(=O)NC2(C(F)(F)F)C(F)(F)F
→ 6% | -25 | -6% | ?

A different layout for two compounds above:
structure	15-hLO-2 inh	IMPase cell inh	12-hLO inh	PNC inhibitor
C=CCOc1ccc(CNc2nn[nH]n2)cc1	1%	6	-4%	38
CCn1nc(CCC(=O)O)c2ccccc2c1=O	.	-5	1%	8
